Source: PubChem (several laboratories)
OXTR agonist – human OXTR agonists, primary screen, fluorescence, CHO-OTR cells, Fluo-8 calcium; AID 2435, 2010; Oxytocin receptor (Homo sapiens), P30559; 320,000 compounds, 0.32% hits; Fluo-8 calcium fluorescence; normalized: DMSO 0%, oxytocin 100%; activation, % at 3 µM;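 active means activation above the mean of all tested compounds plus 3 SD, cutoff set per screening run, cut at about 20% in these data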;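 further: peak over basal fluorescence ratio from a 100 s FLIPR kinetic read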
GalR3 antagonist – GalR3 antagonists in HEK293 cells, primary screen, cell-based, fluorescence readout; 360,000 compounds, 0.44% hits; Galanin receptor type 3 (Homo sapiens), O60755; AID 651719, 2012; HEK293 GalR3-CNG cAMP membrane potential fluorescence; galR3 body fused to GalR1 C-terminus; inhibition, % at 3 µM;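 active means inhibition above the screen-wide average plus 3 SD, cut at about 13% in these data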;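 further: forskolin and galanin both at EC90 stimulate the cells; cAMP rise reported by CNG channel membrane potential dye signal; 0% = forskolin plus galanin with DMSO and 100% = forskolin alone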
Target sequence (O60755 1-299 limits assumed): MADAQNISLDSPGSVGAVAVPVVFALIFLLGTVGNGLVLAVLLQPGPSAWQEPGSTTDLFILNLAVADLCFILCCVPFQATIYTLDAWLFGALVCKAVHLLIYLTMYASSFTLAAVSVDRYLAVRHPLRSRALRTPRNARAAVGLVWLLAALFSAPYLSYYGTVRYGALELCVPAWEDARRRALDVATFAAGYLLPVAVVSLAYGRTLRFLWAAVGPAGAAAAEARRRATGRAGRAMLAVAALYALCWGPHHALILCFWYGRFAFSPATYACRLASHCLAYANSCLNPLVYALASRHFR
DNA FID counter – compounds displacing fluorescent DNA intercalator, primary screen, artefact control for HCV NS3 helicase inhibitor project, biochemical, FID fluorescence. DNA fluorescent intercalator displacement. inhibition, % at 7.9 µM. 290,000 compounds, 0.17% hits. AID 1845, 2009; in the data active means inhibition above about 37%;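 further: 0% = vehicle and 100% = reference compound; higher means more ethidium bromide displaced from hairpin DNA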
IMP-1 inhibitor – IMP-1 metallo-beta-lactamase inhibitors, primary screen, biochemical, epi-absorbance readout, Pseudomonas aeruginosa enzyme. metallo-beta-lactamase IMP-1 (Pseudomonas aeruginosa). purified IMP-1, nitrocefin hydrolysis, epi-absorbance fluorescence. inhibition, % at 5.6 µM. 290,000 compounds, 0.45% hits;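 active means inhibition above the mean plus 3 SD of all compounds in the same screening run, cut at about 4.5% in these data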;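 further: 0% = IMP-1 with DMSO and 100% = DMSO wells lacking enzyme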
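Test system: recombinant IMP-1 enzyme, purified / Medium: HEPES buffer pH 7.1 with ZnSO4 and Brij 35 / Doses: single dose, 5.6 µM / Times: 25 °C, 15 min preincubation, 25 min reaction / Detection: Epi-absorbance via hydrolysed-nitrocefin quenching of white-plate fluorescence, 480/530 nm, EDTA stop / Evaluation: percent inhibition from optical density relative to buffer-blank wells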
PHOSPHO1 inh – PubChem AID 1565 | Phosphoethanolamine/phosphocholine phosphatase (Homo sapiens), Q8TCT1 | recombinant PHOSPHO1, absorbance phosphatase assay | inhibition, % at 13.3 µM | 290,000 compounds, 1.1% hits; in the data active means inhibition above about 60%
Target sequence (Q8TCT1 whole entry, looked up): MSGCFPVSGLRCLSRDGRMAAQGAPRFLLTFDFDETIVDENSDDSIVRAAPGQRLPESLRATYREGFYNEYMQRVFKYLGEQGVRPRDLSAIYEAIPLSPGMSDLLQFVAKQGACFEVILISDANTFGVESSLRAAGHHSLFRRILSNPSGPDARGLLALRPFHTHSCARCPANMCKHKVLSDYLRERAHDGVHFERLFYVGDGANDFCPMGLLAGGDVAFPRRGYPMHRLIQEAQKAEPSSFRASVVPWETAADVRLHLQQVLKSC
NS3 helicase inh – inhibitors of HCV NS3 helicase, primary screen, biochemical, Cy5 molecular beacon fluorescence | Hepatitis C virus NS3 helicase | NS3 helicase DNA unwinding | inhibition, % at 10.9 µM | 290,000 compounds, 0.56% hits | AID 1800, 2009;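 active means inhibition above the mean of all tested compounds plus 3 SD, set per campaign, cut at about 35% in these data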;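 further: 0% = DMSO wells and 100% = thioflavine S control wells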
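System: NS3 helicase fragment of HCV / Schedule: 1 h at 25 °C / Control set: DMSO alone as 0% and 110 µM thioflavine S as 100% / Reagent: Cy5/quencher beacon DNA duplex and ATP to start / Technique: Cy5 fluorescence / Replication: singlicate / Evaluation: % inhibition of end-to-start signal ratio versus controls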
V1aR counter – agonists of human V1a receptor, primary screen, counter-screen for OXTR agonist project, fluorescence, CHO-V1R cells. Vasopressin V1a receptor (Homo sapiens), P37288. Fluo-8 calcium fluorescence, agonist mode; 0% DMSO, 100% 3 nM vasopressin. 320,000 compounds, 0.25% hits. activation, % at 3 µM;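 active means activation above the mean activation of all tested compounds plus 3 SD, per screening run, cut at about 20% in these data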;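 further: signal is peak over basal fluorescence ratio across a 100 second FLIPR read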
Target sequence (P37288 whole entry, looked up): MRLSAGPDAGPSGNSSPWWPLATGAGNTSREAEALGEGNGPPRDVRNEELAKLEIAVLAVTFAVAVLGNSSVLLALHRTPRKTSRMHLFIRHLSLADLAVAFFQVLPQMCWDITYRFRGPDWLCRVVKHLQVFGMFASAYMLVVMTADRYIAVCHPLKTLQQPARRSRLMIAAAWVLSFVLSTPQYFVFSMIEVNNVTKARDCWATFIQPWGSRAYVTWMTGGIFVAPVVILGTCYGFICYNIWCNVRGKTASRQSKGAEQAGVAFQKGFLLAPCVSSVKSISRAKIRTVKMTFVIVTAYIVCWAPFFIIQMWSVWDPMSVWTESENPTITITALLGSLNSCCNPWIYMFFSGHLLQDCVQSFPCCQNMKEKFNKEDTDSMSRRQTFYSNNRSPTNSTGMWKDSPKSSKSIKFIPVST
VIM-2 inh – VIM-2 metallo-beta-lactamase inhibitors, primary screen, biochemical, epi-absorbance readout, Pseudomonas aeruginosa enzyme; AID 1527, 2009; purified VIM-2, nitrocefin hydrolysis, epi-absorbance fluorescence; inhibition, % at 5.6 µM; 290,000 compounds, 0.89% hits;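 active means inhibition above the mean of all tested compounds plus 3 SD, cutoff set per screening run, cut at about 7.5% in these data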;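 further: red hydrolysis product quenches plate fluorescence so inhibitors raise well fluorescence; 0% = enzyme with DMSO and 100% = DMSO without enzyme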
GPR7 antagonist – GPR7 receptor antagonists, primary screen, cell-based, fluorescence, single concentration. Neuropeptides B/W receptor type 1 (Homo sapiens), P48145. GPR7-expressing cells, fluorescence antagonist assay. inhibition, % at 4.4 µM. 290,000 compounds, 1.1% hits; in the data active means inhibition above about 16%, passing the limit was not always enough;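 further: cells stimulated with the agonist NPW; 0% = agonist with vehicle and 100% = vehicle without agonist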
* hit, by the source's call; . = not tested or not shown.

Values run as follows: GalR3 antagonist	VIM-2 inh	DNA FID counter	NS3 helicase inh	OXTR agonist	GPR7 antagonist	IMP-1 inhibitor	PHOSPHO1 inh	V1aR counter
CCN(CC)CCCNC(=O)c1oc2ccc3c(c2c1C)C(O)CC(C)(C)O3 (stereo unspecified)
 : -11	-2.2	3	2	.	-6	-3.8	42	.
CCCN1C(=O)C(O)(C2COC(C)(C)CC2=O)c2ccccc21 (stereo unspecified)
 : -2	1.7	2	-9	1.2	-4	-1.9	49	1.5
S=C(Nc1cccc2ccccc12)N1CCN(c2ncccn2)CC1
 : -2	1.5	-5	1	-0.8	1	2.2	88*	0.4
COc1ccc(NC(=O)/C(=C\c2ccc(OC)c(OC)c2)NC(=O)c2ccco2)cc1
 : 2	-2.2	-16	3	0.5	-22	-2.1	-16	0.6
Cc1nc(=O)c(-c2ccccc2)c(C)n1-c1ccc(S(N)(=O)=O)cc1
 : 1	-3.0	3	9	1.0	-4	-3.0	-4	0.0
N#Cc1cc(Oc2cccc3cccnc23)c(-n2nnc3ccccc32)cc1C#N
 : -7	-2.4	-6	27	1.6	-12	-2.6	14	3.2
Cc1ccc(C)n1-c1ccc(C(=O)O)cc1
 : .	-2.6	-19	30	-0.7	-5	-5.8	11	-0.1
CCN(c1cc(C)cc(C)c1)S(=O)(=O)c1nnc(NC(=O)C(C)C)s1
 : -10	-0.2	-26	-5	.	-1	-1.5	26	.
CCOC(=O)c1[nH]c(C)c(C(=O)OCC(=O)NC2CCS(=O)(=O)C2)c1C (stereo unspecified)
 : -2	-2.0	-3	-1	0.4	-10	-2.4	27	1.0
Cc1cc(C(F)(F)F)nn1CC(=O)Nc1ccc(Br)c2cccnc12
 : 1	-2.0	0	-9	-0.7	6	-1.6	9	-0.2
Cc1ccc(NC(=O)N2CCN(C(=O)C3CCCO3)CC2)cc1 (stereo unspecified)
 : -2	-0.2	-2	-6	0.8	-2	-0.1	22	-0.1
CCCCNC(=O)CCNC(=O)c1ccc(C(C)(C)C)cc1
 : -7	-3.3	-21	6	-0.8	10	-4.1	13	-0.3
CCC(=O)c1ccc(OCc2ccc(C#N)cc2)cc1
 : -4	-1.4	-4	-1	-0.9	16	-2.5	15	1.1
COc1ccc(C(=O)N(Cc2nc(-c3ccc(C)cc3)no2)C2CCCCC2)cc1OC
 : -9	-4.1	-41	-20	-1.8	-8	-3.0	6	-0.8
Cc1ccc(-n2c(C)nc3c(cnn3-c3ccccc3Cl)c2=O)cc1C
 : -1	-0.8	-13	-6	-1.5	-1	1.1	16	-0.2
CC1=C(C(=O)OC(C)C)C(c2ccc3c(c2)OCO3)NC(=O)N1 (stereo unspecified)
 : -2	-1.4	-10	17	-0.3	-8	-2.7	49	0.6
CCOc1ccc(-c2cc(CCCC(=O)N3CCN(c4ccc(OC)cc4)CC3)no2)cc1
 : .	-7.0	-4	-6	3.1	-15	-0.8	5	5.6
C/C(=N\NC(=O)c1c(Cl)cnn1C)c1ccc(NC(=O)c2ccncc2)cc1
 : -11	-2.6	-5	-1	-0.9	-6	-0.5	14	0.1
O=C(c1ccc(S(=O)(=O)N2CCC(c3nc4ccccc4[nH]3)CC2)cc1)N1CCOCC1
 : -3	-0.6	-2	4	-0.9	1	-0.9	6	-0.1
Nc1nc(SCc2c(Cl)cccc2Cl)n[nH]1
 : -2	-1.7	0	-2	-1.5	-8	-2.9	32	0.3
O=C(CN1C(=O)S/C(=C\c2cccs2)C1=O)Nc1ccc(O)cc1C(=O)O
 : -9	0.2	-7	11	-1.7	-16	-2.5	8	-0.7
COc1ccccc1N1CCN(C(=O)C(=O)c2cn(CC(=O)N3CCCC3)c3ccccc23)CC1
 : 1	-2.1	-45	1	-0.5	12	-2.0	43	0.5
CCC(C)NC(=O)C1c2ccccc2C(=O)N1Cc1ccc(F)cc1 (stereo unspecified)
 : -11	-2.2	-6	6	0.0	3	-1.2	44	1.0
CCc1nnc(NC(=O)C2=CCN(S(=O)(=O)c3ccc(F)cc3)CC2)s1
 : -7	-0.5	-10	2	-0.4	0	-1.2	28	1.6
COc1cc(C(CC(=O)Nc2ccccn2)N2Cc3ccccc3C2=O)cc(OC)c1OC (stereo unspecified)
 : -7	-2.0	-23	-2	-0.2	-6	-1.8	5	0.5
CCOC(=O)CN1CC23C=CC(O2)C(C(=O)NCc2ccccc2OC)C3C1=O (stereo unspecified)
 : 2	-1.9	5	9	-0.5	-4	-3.6	-6	0.0
COc1ccc2nc(SCc3cnc(C)nc3N)[nH]c2c1
 : -8	-4.4	13	28	-0.7	-8	-1.1	6	0.3
Cc1nc(C(C)NC(=O)c2ccc(OC3CCN(Cc4ccccn4)CC3)cc2)c(C)s1 (stereo unspecified)
 : -7	-1.6	3	-2	-0.5	-12	-4.0	81*	0.9
O=C(CN1C(=O)C2C3C=CC(C3)C2C1=O)Nc1nc(-c2ccccn2)cs1 (stereo unspecified)
 : 1	-4.5	-12	2	1.1	-1	-1.1	40	2.8
Cc1ccc(NC(=S)NCc2ccccc2)cc1[N+](=O)[O-]
 : -6	-1.9	11	-6	11	-2	-1.3	4	12
Cc1ccc(NC(=S)N2CCCCC2CO)cc1C (stereo unspecified)
 : -1	0.0	-1	8	0.5	-22	-0.8	46	0.4
Cc1ccc(Cn2cc(/C=C/C(=O)O)c(-c3ccccc3)n2)cc1
 : -2	-2.6	-31	18	3.7	-3	-1.4	9	3.5
CC(C)NS(=O)(=O)c1ccc(OCC(=O)N2CCc3ccccc3C2)cc1
 : -4	-0.5	-14	-6	0.2	2	-0.2	-7	2.0
O=C(Nc1nc2ccc(SC(F)F)cc2s1)c1ccc(NS(=O)(=O)c2ccc(F)c(F)c2)cc1
 : -2	0.5	12	-77	0.8	-12	-2.5	6	-0.4
O=C1c2ccccc2C(=O)N1OCc1cccc(Cl)c1
 : 4	-2.5	-2	-5	-0.7	4	-2.2	1	0.9
CCN(CC)S(=O)(=O)c1ccc(-c2csc(C)n2)cc1
 : -7	-1.2	-16	-6	-1.7	-7	-1.3	23	-0.6
Nc1ncnc2c1ncn2[C@@H]1O[C@H](CO)C[C@@H]1O
 : .	-2.9	1	0	-1.0	-12	-2.9	-132	0.8
CN1CCN(C(=S)NC(=O)c2cccc(S(=O)(=O)N(C)C)c2)CC1
 : -6	-2.2	-1	2	0.8	-7	-4.6	4	0.3
COc1cc2c(cc1NC(=O)CN1CCN(S(=O)(=O)c3ccc(C)cc3)CC1)oc1ccccc12
 : 0	3.2	-1	-10	0.2	-8	-2.1	-60	4.1
Nc1ccc(NC(=O)c2ccc(C(=O)Nc3ccc(N)cc3)cc2)cc1
 : -4	-0.5	2	-52	0.6	-7	1.3	29	-0.1
CC(O)Cc1nsc(NC(=O)c2cccs2)n1 (stereo unspecified)
 : 3	-6.4	-3	8	0.5	-11	-4.4	-15	1.0
O=C(NC1CC1)c1cc2ccccc2o1
 : -4	-1.1	-7	0	-0.4	-14	-3.9	6	-0.4
O=C(Nc1cnn(Cc2c(Cl)cccc2Cl)c1)c1ccc([N+](=O)[O-])cc1
 : -3	-5.0	6	2	-2.2	12	-3.9	47	0.7
O=C(NCCc1ccccc1)c1ccco1
 : 0	-1.9	3	-3	0.6	-12	-2.9	4	0.5
CCCCCC(=O)NNC(=O)c1c(O)c2ccccc2n(CC)c1=O
 : -3	-1.8	1	6	-0.7	-13	-4.4	37	0.5

3 structures from above, ordered by count of non-hydrogen atoms, low to high:
Values run as follows: GalR3 antagonist	VIM-2 inh	DNA FID counter	NS3 helicase inh	OXTR agonist	GPR7 antagonist	IMP-1 inhibitor	PHOSPHO1 inh	V1aR counter
CN1CCN(C(=S)NC(=O)c2cccc(S(=O)(=O)N(C)C)c2)CC1
 : -6	-2.2	-1	2	0.8	-7	-4.6	4	0.3
O=C(Nc1cnn(Cc2c(Cl)cccc2Cl)c1)c1ccc([N+](=O)[O-])cc1
 : -3	-5.0	6	2	-2.2	12	-3.9	47	0.7
O=C(Nc1nc2ccc(SC(F)F)cc2s1)c1ccc(NS(=O)(=O)c2ccc(F)c(F)c2)cc1
 : -2	0.5	12	-77	0.8	-12	-2.5	6	-0.4

The results go on.
Values run as follows: GalR3 antagonist	VIM-2 inh	DNA FID counter	NS3 helicase inh	OXTR agonist	GPR7 antagonist	IMP-1 inhibitor	PHOSPHO1 inh	V1aR counter
CCCCOc1ccccc1C1C(C(N)=O)=C(C)Nc2nnnn21 (stereo unspecified)
 : 1	-2.5	-1	4	0.5	-4	-2.0	-36	0.1
CCOc1cc(/C=C2/C(=O)ON=C2C)ccc1OCc1ccccc1F
 : -6	1.3	-5	10	-1.6	8	-1.7	52	-1.2
Cc1cccc(NC(=O)c2ccc([N+](=O)[O-])o2)c1
 : 3	-1.4	5	18	0.7	-4	-1.7	34	-1.5
Fc1ccc(CSc2ncnc3c2oc2ccccc23)cc1
 : 6	-4.0	-4	2	-0.5	-1	-2.7	-7	1.7
COc1ccc(C)cc1NC(=O)CCS(=O)(=O)c1cccc2nonc12
 : 1	-4.7	-26	20	-1.5	3	-4.9	11	-0.6
Cc1nnc2n(-c3ccccc3)c(=O)c3c4c(sc3n12)CCCC4
 : 1	0.4	-27	3	-1.0	-16	-2.2	-12	1.1
CCCCNC(=O)N(C)c1nncnc1C(=O)NC
 : -3	-1.6	1	4	-0.6	-6	-2.5	6	0.8
Cc1ccc(C)c(S(=O)(=O)N2CCCOC2CNC(=O)C(=O)NCc2ccc3c(c2)OCO3)c1 (stereo unspecified)
 : -1	-1.6	-39	-3	0.8	-6	-2.5	51	6.0
